C2C12 statin: protects C2C12 myotubes from simvastatin toxicity. ATP luminescence, 48 h; scaled: DMSO 0, geranylgeraniol control 100. rescue of ATP level, % at 7.49 µM. 330,000 tested, 0.78% active. AID 602340;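 active = mean ATP rescue above about 67%, or every replicate alone reaching that limit, limit read from the data, passing the limit was not always enough; inconclusive = no clear call, values can overlap the other calls; inactive = mean under the limit and some replicate under it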;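 note: myotubes were challenged with 10 µM simvastatin during compound exposure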
ERp5 inh: blocks human ERp5 reductase activity on insulin. Q15084. 350,000 tested, 0.05% active. ERp5 insulin aggregation, absorbance 650 nm, 90 min. inhibition, % at 9.99 µM;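 active = mean replicate inhibition above about 25%, with every replicate also reaching it, limit read from the data, passing the limit was not always enough; inconclusive = only one of those two criteria met; inactive = neither criterion met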
Target sequence (Q15084 whole entry, looked up): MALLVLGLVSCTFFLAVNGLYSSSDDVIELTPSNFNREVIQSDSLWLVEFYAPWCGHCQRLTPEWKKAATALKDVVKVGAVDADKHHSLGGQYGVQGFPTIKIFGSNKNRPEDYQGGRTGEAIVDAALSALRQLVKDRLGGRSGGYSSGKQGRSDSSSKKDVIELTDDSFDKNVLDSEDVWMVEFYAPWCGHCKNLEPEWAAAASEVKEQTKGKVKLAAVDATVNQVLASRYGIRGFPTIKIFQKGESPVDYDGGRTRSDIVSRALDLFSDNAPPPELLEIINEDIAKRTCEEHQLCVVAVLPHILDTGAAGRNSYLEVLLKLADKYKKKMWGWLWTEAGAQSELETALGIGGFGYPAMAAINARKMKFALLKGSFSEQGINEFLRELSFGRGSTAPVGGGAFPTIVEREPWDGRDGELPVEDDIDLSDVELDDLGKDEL
ARNT-TACC3 inh: ARNT/TACC3 interaction disruption; inhibition, % at 9.99 µM; Q9Y6A5; 390,000 tested, 0.66% active; AlphaScreen His-ARNT PAS-B/GST-TACC3 binding, luminescence; TACC3 fragment carries E629A point mutation;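 active = mean inhibition of replicates at least 50% and at least half of replicates each reaching 50%; inconclusive = half or more replicates reach 50% but mean below 50%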;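 note: 0% = complete ARNT plus TACC3 wells and 100% = ARNT alone without TACC3; many hits fall short of the cut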
SIRT5 block: inhibitors of human sirtuin-5 desuccinylase. Q9NXA8. inhibition, % at 15 µM. 330,000 tested, 1.1% active. Purified SirT5, succinyl-peptide AMC, trypsin-coupled fluorescence; in the data active = inhibition above about 15%; inconclusive = no clear call, values can overlap the other calls
Target sequence (Q9NXA8 whole entry, looked up): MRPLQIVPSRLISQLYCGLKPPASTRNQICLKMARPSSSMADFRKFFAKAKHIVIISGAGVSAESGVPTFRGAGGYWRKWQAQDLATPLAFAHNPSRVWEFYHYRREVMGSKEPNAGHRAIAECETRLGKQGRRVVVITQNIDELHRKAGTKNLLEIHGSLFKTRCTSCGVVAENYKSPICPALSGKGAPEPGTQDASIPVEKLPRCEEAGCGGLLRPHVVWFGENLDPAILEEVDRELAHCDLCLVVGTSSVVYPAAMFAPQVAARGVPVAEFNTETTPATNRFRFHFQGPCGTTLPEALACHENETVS
esBAF inh: SWI/SNF esBAF complex inhibition. mouse ES cells, Bmi1-luciferase knock-in reporter, 24 h; 100% = twice the neutral-well signal. reporter increase, % at 12.5 µM. 350,000 tested, 2% active. AID 602393; in the data active = activation above about 40%; inconclusive = no clear call, values can overlap the other calls;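 note: 0% = median of the plate's neutral control wells and 100% = double that signal; a rise in the Bmi1 reporter signal indicates esBAF inhibition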
Cneo AK release: causes C. neoformans cell lysis. adenylate kinase release luminescence, 4 h; normalised: neutral wells 0, clomiphene wells 100. lysis activity, % at 15 µM. 360,000 tested, 0.2% active. AID 651654;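 active = mean lysis activity across replicates of at least 80%, whatever share of replicates individually reach that level; inactive = mean lysis activity below 80%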
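Schedule: static 4 h at 37 °C with compound, 1 h detection; system: C. neoformans cells; benchmarks: Clomiphene as positive control; buffer or medium: fresh YPD medium; measure: luminescence rise reflecting yeast cell lysis; measured by: luminescent adenylate kinase detection reagent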
miR-122 sensor: inhibitors of miR-122 in Huh7 cells; AID 602342; activation (reporter increase), % at 12.5 µM; Huh7 miR-122 Renilla luciferase sensor, 48 h; neutral wells = 0, positive control = 100; 340,000 tested, 0.3% active;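 active = mean replicate activation score at least 90 and every replicate individually at or above 90; inconclusive = only one of the two criteria met; inactive = neither criterion met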;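 note: higher luciferase means less miR-122 activity so hits act as miR-122 inhibitors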
* = called active by the depositor; ? = inconclusive; / = no result given; [ ] = another dose, or the depositor's remark. Rows were taken by chance. Share with any hit: about 4%.

Molecule	C2C12 statin	ERp5 inh	ARNT-TACC3 inh	SIRT5 block	esBAF inh	Cneo AK release	miR-122 sensor
O=C(Nc1nnc(-c2ccccc2)s1)c1ccc(F)cc1	2.9	0.8	-3.2	-10.6	46.6*	0.1	-2.8
COc1cc(C(=O)OCC(=O)Nc2ccc(S(=O)(=O)N3CCCC3)cc2)cc(OC)c1OC	1.0	5.8	8.3	-0.2	-11.8	3.7	/
CCc1ccc(NC(=O)CSc2nc3n[nH]c(C)c3c(=N)n2-c2cccc(OC)c2)cc1	5.7	/	-1.2	/	9.3	-0.6	/
C[C@H]1CCCCO[C@@H](CN(C)Cc2ccncc2)[C@@H](C)CN([C@@H](C)CO)C(=O)c2cc(NS(C)(=O)=O)ccc2O1	-10.4	-2.8	1.8	12.5	-2.8	-1.2	0.0[16.7 µM]
Cc1c(CC(=O)NCC(=O)NCC(=O)O)c(=O)oc2cc3oc4c(c3cc12)CCCC4	7.2	2.4	50.6*	-1.3	4.1	0.5	-3.4
CN(C1CCCCC1)S(=O)(=O)c1cc2c3c(c1)CCN3C(=O)CC2	0.9	-3.9	-1.6	2.6	5.5	-1.0	/
Cc1noc(C)c1S(=O)(=O)Nc1ccc2c(c1)C(=O)N([C@H](C)CO)C[C@@H](C)[C@@H](CN(C)Cc1ccncc1)OCCCC[C@H](C)O2	/	2.9	-3.7	-1.8	-1.3	-1.8	4.0[16.7 µM]
C[C@@H]1CN([C@@H](C)CO)C(=O)c2cc(NC(=O)CCC(F)(F)F)ccc2O[C@@H](C)CCCCO[C@@H]1CN(C)C(=O)Nc1ccc(C(F)(F)F)cc1	/	-7.8	-3.4	-4.5	0.3	-0.7	0.4[16.7 µM]
OCC[C@@H]1C[C@@H](O)[C@H](O)[C@@]2(OCCc3ccccc32)O1	-8.1	0.2	-5.4	/	-1.0	-0.8	-5.2
CCOc1ccc(S(=O)(=O)N(CC(=O)Nc2cc(C)on2)Cc2ccccc2Cl)cc1	7.8	/	-2.9	/	-5.6	/	12.1
C[C@H]1CN([C@@H](C)CO)C(=O)c2cccc(NC(=O)c3ccncc3)c2O[C@H]1CN(C)Cc1ccc(C(=O)O)cc1	-1.2	-2.7	-1.5	-0.7	-2.0	-3.4	-5.9[16.7 µM]
O=C(NN1CCOCC1)c1ccc(Br)s1	6.2	2.0	3.5	-4.5	0.0	0.1	-2.0
C[C@@H]1CN([C@@H](C)CO)C(=O)CCCn2nncc2CO[C@H]1CN(C)C(=O)Nc1ccc(C(C)(C)C)cc1	5.4	1.3	1.7	1.9	0.1	-2.6	0.0[16.7 µM]
COc1ccc(S(=O)(=O)NCCCCCC(=O)O)cc1C(=O)O	8.4	-2.9	-7.7	/	-2.4	-0.3	-5.7
C=CCC(CC=C)(C(N)=O)c1ccccc1	1.6	-3.1	-9.7	5.8	2.1	-0.4	4.6
CCn1c(=O)c2cc(C(=O)NCCN(C)C)sc2c2ccccc21	-4.0	-3.7	-1.7	-20.2	7.2	1.5	-4.8
CC=Cc1ccc2n(c1=O)C[C@H]1[C@H](CO)[C@@H](C(=O)NCC)N(CC3CCOCC3)[C@@H]21 (mixture of isomers)	29.4	5.1	8.1	-0.4	8.7	0.3	/
CCCN(CCC)Cc1c(C(=O)N/N=C/c2ccoc2)nnn1-c1nonc1N	-5.7	4.6	8.3	3.2	4.5	1.0	-1.2
COc1cc(CC(=O)OC2CCOC2=O)cc(OC)c1OC (stereo unspecified)	-2.3	/	2.5	/	5.2	0.6	-4.2
COc1ccc(NC2CCCN(C(=O)CCC3=NNC(=O)CC3)C2)cc1 (stereo unspecified)	/	7.9	-4.8	-1.2	/	-2.3	-2.9
C[C@@H]1CN([C@@H](C)CO)C(=O)c2cc(-c3ccc(C#N)cc3)cnc2O[C@H]1CN(C)C(=O)CN(C)C	-5.4	4.7	-3.9	-3.2	0.9	-0.3	-1.1[16.7 µM]
COc1cccc(F)c1C(=O)NC(=O)Nc1ccc2nc(C)oc2c1	-11.9	/	12.8	/	0.0	0.9	-3.6
N#CC1=C(N)Oc2cc(N)ccc2C1c1cc(Br)cs1 (stereo unspecified)	-21.4	-0.6	-4.5	-8.1	-10.7	3.7	10.3
Cn1c(=O)c2c(SCC(=O)Nc3cccc(F)c3)nc(-c3ccco3)nc2n(C)c1=O	-4.5	-16.6	-12.4	-3.3	-7.1	-0.7	-2.1
C[C@H](CO)N1C[C@H](C)[C@@H](CN(C)C(=O)c2cnccn2)Oc2ncc(C#CCN(C)C)cc2C1=O	6.2	0.9	-9.2	2.0	5.0	-4.4	-5.7[16.7 µM]
NC(=O)c1ccc(Oc2ccc3ccc(=O)oc3c2)c([N+](=O)[O-])c1	/	-3.6	-4.9	-0.1	/	/	-3.0
COc1cccc(N(C(=O)CNC(=O)c2ccco2)C(C(=O)NC2CCCC2)c2ccncc2)c1 (stereo unspecified)	-7.1	/	-4.9	/	-2.3	1.2	-24.5
COC(=O)c1sccc1NC(=O)CC1NCCNC1=O (stereo unspecified)	/	5.6	1.2	-2.5	/	/	/
Nc1nnnn1/N=C/c1ccccc1C(F)(F)F	-5.4	/	-32.5	/	-1.1	-0.6	0.9
Cc1noc(C)c1S(=O)(=O)Nc1ccc2c(c1)CC(=O)N([C@@H](C)CO)C[C@@H](C)[C@H](CN(C)S(=O)(=O)c1ccc(F)cc1)O2	-8.1	1.4	6.8	2.9	-0.5	-6.0	4.4[16.7 µM]
Cc1cc(C)c(OCC(=O)Nc2ccc(NC(=O)c3ccco3)cc2)c([N+](=O)[O-])c1	2.5	/	-10.8	/	16.6	2.2	4.1
O=C(CNC(=S)N(Cc1ccc(F)cc1)C1CCCCC1)NC1CC1	3.0	/	-2.5	/	6.4	-1.0	-4.1
Cc1ccc(NC(=O)CSc2nc3ccccc3nc2N2CCOCC2)c(C)c1	2.7	0.4	0.0	-1.1	-3.4	0.2	-6.4
C=CCNc1ncnc2c1cnn2-c1ccc(OC)cc1	-9.1	/	-22.5	/	-12.4	-1.5	-4.6
O=C(CSc1nnc(-c2cccs2)n1-c1ccccc1)N1CCOCC1	6.2	/	-4.2	/	-9.3	-4.4	-1.6
C[C@H]1CCCCO[C@H](CN(C)C(=O)Nc2ccc(C(F)(F)F)cc2)[C@@H](C)CN([C@@H](C)CO)C(=O)c2cc(N(C)C)ccc2O1	-8.2	-4.9	-5.5	-1.7	-0.1	-2.8	-8.3[16.7 µM]
COCCNC(=O)c1cc2c(c(-c3cccc(-c4cc5ccccc5o4)c3)n1)[C@@H](CCO)N(S(=O)C(C)(C)C)C2 (stereo partly specified)	-1.8	-4.5	/	-1.4	9.6	-1.7	-9.3
COc1ccccc1CCC(=O)OCC(=O)Nc1cccc(S(=O)(=O)N2CCOCC2)c1	7.7	-7.3	3.7	-3.4	-2.9	0.8	-7.0
CCOC(=O)c1ccc(NC(=O)Nc2ccc(Cl)cn2)cc1	/	-0.8	-3.2	-2.0	/	/	/
CCC1CCCCN1C(=S)NC(=O)c1ccc(F)c(S(=O)(=O)N2CCOCC2)c1 (stereo unspecified)	/	3.4	7.8	-0.9	/	/	/
Nc1c(S(=O)(=O)O)cc(NC(=O)c2ccccc2)c2c1C(=O)c1ccccc1C2=O	-15.6	3.4	19.8	5.1	-13.0	3.2	-1.0
CCCOc1ccccc1NC(=O)CC1Nc2ccccc2NC1=O (stereo unspecified)	10.3	/	16.4	/	-2.1	/	4.7
CC(C)c1ccc(S(=O)(=O)N2CCC(C(=O)N3CCN(c4cccc(Cl)c4)CC3)CC2)cc1	-1.8	6.4	-7.1	-0.6	-9.4	-0.2	-8.1
COc1cc(C#N)ccc1OCC(=O)NCc1cccs1	/	?	-5.9	-5.4	/	/	/
CC(C)c1cc(C(N)=O)c(NC(=O)c2cccc(COc3ccc(Br)cc3)c2)s1	16.7	/	-3.3	/	36.9	0.6	-3.8
C[C@H]1CN([C@@H](C)CO)C(=O)Cc2cc(NS(C)(=O)=O)ccc2O[C@H]1CN(C)C(=O)Nc1ccc(F)cc1	-8.4	-0.2	-5.7	-1.2	-1.9	-1.9	-2.6[16.7 µM]
COc1cc(/C=C/C(=O)O)cc(S(=O)(=O)N2CCc3ccccc32)c1OC	4.4	1.4	-6.0	6.1	0.6	0.7	-7.4
CCOC(=O)/C(=C\c1ccc(N2CCC(c3ccccc3)=N2)cc1)C(C)=O	-18.5	-2.3	/	-6.0	27.1	/	-3.4
CC(C)(C)c1ccc(C2C3=C(CCCC3=O)NC3=C2C(=O)c2ccccc23)cc1 (stereo unspecified)	18.8	-4.0	-0.2	4.1	-3.3	-3.6	23.4
COc1ccccc1C(=O)NCCC(=O)Nc1cccnc1	/	2.1	-3.8	-1.9	/	1.4	4.5
COc1ccccc1NC(=O)C1CCCN(c2cc(C)nc3ncnn23)C1 (stereo unspecified)	-3.5	/	1.8	/	-8.7	0.7	0.5
O=C(Nc1cccc(C(=O)N2CCCCC2)c1)C1CCCC1	0.1	1.6	-20.2	-1.0	-11.1	1.1	6.4
O=C(c1cc2ccccc2oc1=O)N1CCCC1	-4.9	/	-5.0	/	6.3	-0.9	0.7
O=C(COC(=O)c1cccc(C(=O)OCC(=O)NC2CC2)n1)NC1CC1	/	-15.0	-0.9	0.6	/	/	/
O=C(Nc1ccc(F)cc1)Nc1ccc(Oc2ncnc3cc(Cl)ccc23)nc1	7.2	-0.9	-9.4	-0.7	2.2	-5.3	-2.5
C[C@H]1CN([C@@H](C)CO)S(=O)(=O)c2ccc(-c3ccccc3F)cc2O[C@H]1CN(C)Cc1cncnc1	-14.7	3.2	-0.8	-7.2	1.1	0.6	-4.1[16.7 µM]
COc1cc(OC)cc(-c2cc3nc(C4CCN(C(=O)OC(C)(C)C)CC4)cc(=O)n3[nH]2)c1	-217.3	4.5	7.6	0.8	-3.8	-7.1	1.3
C[C@H](CO)N1C[C@H](C)[C@@H](CN(C)C)Oc2ccc(NC(=O)C3CC3)cc2C1=O	-8.9	-5.7	/	-3.3	-7.8	-0.6	0.6[16.7 µM]
CN1CCN(C(=O)c2cnn(-c3ccccc3)c2NC(=O)c2ccccc2Br)CC1	-4.2	-8.5	-7.6	-3.4	-2.2	8.9	-2.1
C=CCn1c(O)c(N=NC(=S)Nc2ccc(OC)c(Cl)c2)c2ccccc21	-160.4	5.2	/	-1.6	-3.8	-2.4	18.5

Following part:
Molecule	C2C12 statin	ERp5 inh	ARNT-TACC3 inh	SIRT5 block	esBAF inh	Cneo AK release	miR-122 sensor
CC(=O)NC(C)C(=O)OCc1ccc(Cl)cc1Cl (stereo unspecified)	5.0	/	-1.3	/	-0.7	-4.8	-8.5
COc1cc(C(=O)N/C(=C\c2cn(S(=O)(=O)N(C)C)c3ccccc23)C(=O)NCCCO)cc(OC)c1OC	/	-6.3	-2.2	0.2	/	/	/
Cc1cc(NC(=O)c2ccc(S(=O)(=O)N3CCCC3)cc2)nc2c1c(=O)oc1ccccc12	-12.3	/	-1.0	/	0.6	2.8	-1.6
COc1ccc(NC(=S)N/N=C/c2ccc(F)c(F)c2)cc1	/	-1.7	0.8	-4.4	/	/	/

Two entries from above, with each value named.
SMILES: CC(=O)NC(C)C(=O)OCc1ccc(Cl)cc1Cl (stereo unspecified)
  C2C12 statin: 5.0; ERp5 inh: /; ARNT-TACC3 inh: -1.3; SIRT5 block: /; esBAF inh: -0.7; Cneo AK release: -4.8; miR-122 sensor: -8.5

SMILES: COc1cc(C(=O)N/C(=C\c2cn(S(=O)(=O)N(C)C)c3ccccc23)C(=O)NCCCO)cc(OC)c1OC
  C2C12 statin: /; ERp5 inh: -6.3; ARNT-TACC3 inh: -2.2; SIRT5 block: 0.2; esBAF inh: /; Cneo AK release: /; miR-122 sensor: /
